From PubChem BioAssay
TRPV1 ag: human TRPV1 agonism | TRPV1-expressing cells, Fluo-8 calcium influx, agonist mode | activation, % at 8.33 µM | actives 0.19% (n = 320,000) | AID 540275; in the data active = activation above about 80%; inconclusive = between about 30% and that limit; also: 0% is about no effect
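TRPV1-expressing cells were cultured overnight at 35.5C and loaded with Fluo-8 calcium dye for 40 to 90 min at room temperature. After a 10 s baseline, compound was added and calcium influx was read kinetically for 3 min (ex 480/em 520 nm).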
TSHR antagonist: human thyrotropin receptor antagonism; actives 0.2% (n = 330,000); AID 504810; TSHR-expressing cells, TSH-stimulated cAMP HTRF, 2 h; hits give low values; activity change, negative = inhibition, % at 11.5 µM;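 active = activity change below a set negative limit, meaning inhibition stronger than a set level, cut at about -70% in these data; inconclusive = activity change between two set negative limits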; also: % is scaled to controls: 0 for no effect and ±100 for the full control effect
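Freshly harvested TSHR cells receive pin-tooled compound, then EC80 TSH at 4nM final. After 2 hours at 37 deg C, antibody in lysis buffer and cAMP-d2 are added; 30 minutes at ambient temperature precede the HTRF read.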
TCR act: activators of T cell receptors; primary human leukocytes, anti-CD3, IL-2 HTRF, 48 h; Potency, µM (top dose mostly 9.22 µM), for inactives: top-dose activation of IL-2 secretion, usual class: activators; 330,000 tested, under 10 active; also: % of control where 0% means no effect
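48 hr co-incubation of compounds, a-CD3 beads and primary human leukocytes; IL-2 quantified homogeneously by HTRF with anti-IL-2 K and d2 conjugates.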
A-T KAP1 phos: potential ataxia-telangiectasia treatments restoring KAP-1 phosphorylation | […] A-T fibroblasts, KAP-1 phosphorylation AlphaLISA; neocarzinostatin DNA damage 30 min before lysis | actives 0.19% (n = 320,000) | Potency, µM (doses to about 57.5 µM), without a hit: top-dose activation, most hits filed as activators; also: potency is read from the fitted curve at half-maximal effect; % of control where 0% means no effect; nearly all actives have a fitted effect of over 45% in size
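hTERT-immortalized A-T patient fibroblasts ([…]), 500 cells/well in OPTI-MEM, 1% FBS, got compounds for 60 min, then NCS for 30 min at 37C. Lysates were then assayed for phospho-KAP-1 by AlphaLISA (anti-pKAP1 donor, anti-KAP1 acceptor beads), 6 hr at 25C.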
Mito fusion act: mitochondrial division inhibition or fusion activation. actives 0.23% (n = 320,000). AID 485298. S. cerevisiae fusion-defective mutant growth rescue, CellTiterGlo 48 h. Potency, µM (doses to about 46.1 µM), inactives show at the top dose growth rescue (activation), actives largely listed as activators;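 also: potency is read from the fitted curve at half-maximal effect; % of control where 0% means no effect; nearly all actives have a fitted effect of over 45% in size; temperature-sensitive fusion mutants such as fzo1-1 at 37 °C on non-fermentable ethanol glycerol medium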
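Read-out: ATP-based luminescence (CellTiterGlo, 10 min ambient) reporting growth of fusion-defective ts yeast after 48 hours at 37C on glycerol/ethanol YPEG medium in the presence of compound.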
KCNH2 3.1 block: blocks the human KCNH2 3.1 channel isoform. U2OS KCNH2 3.1, thallium flux FluxOr; hits give low values. actives 0.95% (n = 340,000). AID 720553. activity change, % (tested at about 1.8 µM);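 active = maximum activity change below -70%; inconclusive = maximum activity change from -70% to -50%; inactive = maximum activity change above -50%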;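 also: thallium influx rate constant from kinetic fluorescence after stimulation buffer; % is scaled to controls: 0 for no effect and ±100 for the full control effect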
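Steps: virus added to U2OS suspension (4 h, RT, dark); medium with 10% FBS added, cells plated, 37 C overnight; FluxOr/Red40 loading buffer 45 min RT; stimulation buffer, 2 min kinetic read; rate constant normalized.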
USP2a inh: blocks human ubiquitin-specific protease USP2a; Potency, µM (series often up to 38.3 µM), inactives show at the highest dose activity change, negative = inhibition, usual class: inhibitors; actives 0.01% (n = 330,000); USP2 core, Ub-CHOP2 coupled fluorogenic reporter, 485/531; O75604; AID 463254;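 also: potency is read from the fitted curve at half-maximal effect; plate controls were DMSO wells for no effect and full inhibition by NEM control for full effect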
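Deubiquitinase activity read as fluorescence (485/531 nm) after Ub-CHOP2 cleavage activates the enterokinase reporter on its substrate; USP2 core 10nM, Ub-CHOP2 and substrate 25nM each, 30min compound preincubation then 60min RT; data normalized to NEM, curves fitted.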
hERG WT inh: inhibitors of human wildtype KCNH2 potassium channel; Q12809; U2OS, BacMam KCNH2, thallium flux FluxOr; hits give low values; activity change, % at 1.84 µM; actives 0.37% (n = 340,000); AID 720551;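 active = maximum activity change below -70%; inconclusive = maximum activity change between -70% and -50%; inactive = maximum activity change above -50%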; also: % is scaled to controls: 0 for no effect and ±100 for the full control effect
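U2OS cells transduced with wild-type KCNH2 virus are loaded with FluxOr dye for 45 min, and thallium flux is measured in kinetic reads before and after stimulation buffer. Rate constants are normalized to DMSO controls.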
Eya2 inh: inhibitors of human Eya2 phosphatase activity; recombinant Eya2, OMFP fluorescence dephosphorylation (OMFP is methylfluorescein phosphate); Potency, µM (top dose mostly 76.9 µM), inactives show at the highest dose activity, negative = inhibition, most hits filed as inhibitors; actives 0.006% (n = 330,000); AID 488837; O00167; also: potency is read from the fitted curve at half-maximal effect; % is scaled to controls: 0 for no effect and ±100 for the full control effect
Target sequence (O00167 whole entry, looked up): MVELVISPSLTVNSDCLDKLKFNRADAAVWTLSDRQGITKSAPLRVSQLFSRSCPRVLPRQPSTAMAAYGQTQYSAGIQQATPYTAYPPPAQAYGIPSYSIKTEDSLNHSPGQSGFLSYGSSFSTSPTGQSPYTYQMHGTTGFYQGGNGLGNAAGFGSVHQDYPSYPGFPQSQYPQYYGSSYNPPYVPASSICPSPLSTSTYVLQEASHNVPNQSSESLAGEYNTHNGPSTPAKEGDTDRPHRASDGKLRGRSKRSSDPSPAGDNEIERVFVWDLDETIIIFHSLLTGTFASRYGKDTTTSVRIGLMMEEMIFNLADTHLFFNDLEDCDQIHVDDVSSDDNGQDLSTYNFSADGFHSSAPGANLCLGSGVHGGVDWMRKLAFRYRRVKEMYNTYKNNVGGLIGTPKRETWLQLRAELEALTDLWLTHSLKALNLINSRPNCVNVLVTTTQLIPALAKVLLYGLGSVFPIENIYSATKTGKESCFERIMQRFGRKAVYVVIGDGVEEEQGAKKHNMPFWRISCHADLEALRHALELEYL
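Eya2 (0.2 uM) preincubated 10 min at ambient with compound, then OMFP substrate added at 50 uM; 10 min reaction in 50 mM HEPES pH 7.5, 50 mM NaCl, 5 uM MgCl2, 0.05% BSA, 1 mM DTT. Fluorescence read at Ex 485/Em 525 nm.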
ELG1 repair inh: ELG1-dependent DNA repair inhibition | HEK293T ELG1-luciferase reporter, luminescence, 16 h; DNA damage induced by 5-fluorouridine | Potency, µM (top dose mostly 46.1 µM), for inactives: at the top dose activity change, negative = inhibition, usual class: inhibitors | actives 2.3% (n = 330,000) | AID 504467; also: potency is read from the fitted curve at half-maximal effect; % is scaled to controls: 0 for no effect and ±100 for the full control effect; nearly all actives have a fitted effect of over 55% in size
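Luminescence from the luciferase reporter, measured 30 min after ONE-Glo reagent at room temperature, was the read-out. Beforehand, 2,000 cells per well were exposed for 16 hr at 37 °C to 5-fluorouridine together with compound or vehicle.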
The depositor's hits bear a star; ? = inconclusive; nt = not tested or not shown; & = joins results of further samples; [ ] = another dose, or the depositor's remark. Unless noted, calls follow the shape of the dose curve; as a rule, active = well fitted curve in the direction sought with a large enough effect; inconclusive = small, poorly fitted or top-dose-only effect, or another doubt; inactive = no such curve, though single readings can be large; an effect the other way counts as inactive or inconclusive. Not all compounds are listed; count on the stated rates, not on these rows.

Start of the listing, in advance (7 entries):
SMILES | TRPV1 ag | TSHR antagonist | TCR act | A-T KAP1 phos | Mito fusion act | KCNH2 3.1 block | USP2a inh | hERG WT inh | Eya2 inh | ELG1 repair inh
O=C(NNC(=O)C12CC3CC(CC(C3)C1)C2)c1ccncc1 | 2 | 8 | 4% | -9% | -3% | -25 | -4% | 2 | -11% | 29%
COc1ccccc1NC(=O)c1ccc(NC(=O)CSc2ncccn2)cc1 | 3 | 4 | 2% | 0% | 0% | -14 | 3% | -5 | 12% | -1%
CCO[C@@H]1OC(C(=O)Nc2ccccc2)=C[C@H](c2ccc(Br)cc2)[C@H]1CCCO | 8 | -6 | -3% | -2% | 20% | -26 | 2% | 8 | -11% | -8%
COc1ccc(C(=O)CC2OC(=O)c3ccccc32)cc1OC (stereo not drawn) | 1 | 6 | 0%[46.1 µM] | 12% | -1% | 1 | -6% | -7 | -5% | 14%
Cc1cccc(-c2nnnn2-c2cccc(C)c2)c1 | -7 | -2 | -1% | 6% | 9% | 6 | 1% | -5 | -14% | ?
COc1ccc(Nc2nc(C)cc(=O)[nH]2)c(OC)c1 | -4 | -3 | 3% | 1% | 1% | -4 | 2% | -1 | -2% | ?
CC(O/N=C(\N)c1ccccc1)C(=O)Nc1cccc(C(F)(F)F)c1 (stereo not drawn) | nt | nt | -4% | 0% | nt | -3 | 2% | -17 | -8% | -9%

Results, repeating the preview:
SMILES | TRPV1 ag | TSHR antagonist | TCR act | A-T KAP1 phos | Mito fusion act | KCNH2 3.1 block | USP2a inh | hERG WT inh | Eya2 inh | ELG1 repair inh
O=C(NNC(=O)C12CC3CC(CC(C3)C1)C2)c1ccncc1 | 2 | 8 | 4% | -9% | -3% | -25 | -4% | 2 | -11% | 29%
COc1ccccc1NC(=O)c1ccc(NC(=O)CSc2ncccn2)cc1 | 3 | 4 | 2% | 0% | 0% | -14 | 3% | -5 | 12% | -1%
CCO[C@@H]1OC(C(=O)Nc2ccccc2)=C[C@H](c2ccc(Br)cc2)[C@H]1CCCO | 8 | -6 | -3% | -2% | 20% | -26 | 2% | 8 | -11% | -8%
COc1ccc(C(=O)CC2OC(=O)c3ccccc32)cc1OC (stereo not drawn) | 1 | 6 | 0%[46.1 µM] | 12% | -1% | 1 | -6% | -7 | -5% | 14%
Cc1cccc(-c2nnnn2-c2cccc(C)c2)c1 | -7 | -2 | -1% | 6% | 9% | 6 | 1% | -5 | -14% | ?
COc1ccc(Nc2nc(C)cc(=O)[nH]2)c(OC)c1 | -4 | -3 | 3% | 1% | 1% | -4 | 2% | -1 | -2% | ?
CC(O/N=C(\N)c1ccccc1)C(=O)Nc1cccc(C(F)(F)F)c1 (stereo not drawn) | nt | nt | -4% | 0% | nt | -3 | 2% | -17 | -8% | -9%
Cc1ccc(C(=O)NCc2ccccn2)cc1S(=O)(=O)N1CCCCC1 | 21 | 41 | -2% | 6% | 0% | 9 | -2% | -2 | 1% | 8%
CCCN(CC(=O)Nc1cc(Cl)ccc1Cl)C(=O)c1ccc(N2CCCC2=O)cc1 | 0 | 43 | 1% | -3% | -1% | -3 | 1% | 6 | -12% | -25%
Cc1cc(C)c(C#N)c(SCC(=O)Nc2ccc3c(c2)OCO3)n1 | 11 | -3 | 3% | 9% | 0% | 0 | -1% | -9 | 3% | ?
CCc1cccc(CC)c1NC(=S)Nc1cccc(Cl)c1Cl | 0 | 6 | 1% | 16% | -4% | 3 | -2% | -7 | -24% | -11%
COc1ccc(C)cc1-n1nc2ccccc2n1 | -3 | -5 | -2% | 0% | 17% | -6 | -3% | -9 | 6% | 6%
CCN(CC)S(=O)(=O)c1cccc(C(=O)NC(C(=O)Nc2nnc(C)s2)C(C)C)c1 (stereo not drawn) | -2 | 4 | 1% | -2% | 2% | -15 | -1% | -14 | 23% | -30%
Cc1sc(NC(=O)c2ccco2)c(CN2CCN(c3ccc(F)cc3)CC2)c1C | 11 | 9 | 0% | nt | -2% | -10 | 2% | 16 | 23% | 12%
C=CCn1c(CSc2nnc(-c3ccccc3)n2C)n[nH]c1=S | -5 | 23 | 2% | 5% | -7% | 7 | 5% | -6 | 16% | 9%
COc1ccc(/C(N)=N/OC(=O)C2CCCCC2)cc1OC | 19 | -4 | 4% | 16% | 0% | -2 | 0% | -15 | 4% | ?
C/C(CC(=O)NC1CCCCC1)=N\NC(=O)c1ccc(Br)cc1 | 3 | -1 | 12% | 0% | 0% | -42 | 4% | 10 | 0% | 0%
Cc1ccc(C(=O)/C=C/C(=O)c2ccc(C)cc2)cc1 | ? | 15 | -4% | 25µM* | -5% | 15 | 2% | 3 | -6% | ?
Cc1cc2oc(=O)cc(CN3CCOCC3)c2cc1O | 1 | -4 | -45% | -4% | -4% | 3 | 2% | 17 | 3% | 1%
CCc1ccc(NC(=O)N[C@H](C(=O)O)C(C)CC)cc1 (stereo partly drawn) | 5 | 6 | 3% | 1.6µM* | 1% | -14 | 1% | -2 | -23% | ?
COc1cc(NC(=O)CN2C(=O)c3ccccc3C2=O)c(C(=O)O)cc1OC | -4 | 5 | -2% | 8% | 1% | -5 | 0% | -22 | -7% | 7%
COc1ccc(NC(=O)N2CCN(c3nc4ccccc4n3C(C)C)CC2)cc1 | ? | 10 | nt | -10% | 11% | -18 | 2% | -4 | -16% | -16%
CC(=O)c1cnc(SCCN2C(=O)c3ccccc3C2=O)nc1C | -1 | 29 | -3% | 2% | 1% | 2 | 0% | -22 | 4% | -1%
COc1ccc([N+](=O)[O-])cc1N(CC(O)CN1CCCCC1)S(=O)(=O)c1ccccc1 (stereo not drawn) | -1 | -1 | -24% | -5% | 0% | 9 | 2% | 12 | -6% | 14%
COc1ccc(N2CC(C(=O)N[C@@H](C)C(=O)NC3CCCC3)CC2=O)cc1 (stereo partly drawn) | -1 | 23 | 11% | 17% | 2% | 8 | 0% | -15 | 7% | ?
(list continues)
SMILES | TRPV1 ag | TSHR antagonist | TCR act | A-T KAP1 phos | Mito fusion act | KCNH2 3.1 block | USP2a inh | hERG WT inh | Eya2 inh | ELG1 repair inh
O=C(c1cc2cc(F)ccc2[nH]1)N1CCc2ccccc2C1 | ? | -10 | -1% | 4% | 16% | -5 | -5% | -6 | -5% | ?
C=CCNC(=O)COc1coc(CN2CCN(Cc3ccccc3)CC2)cc1=O | 1 | 54 | -3% | 0% | 6% | 3 | 4% | 4 | -15% | 15%
CCOc1cccc(N2C(=O)CC(N(CCc3ccc(OC)c(OC)c3)C(=O)CC)C2=O)c1 (stereo not drawn) | 0&-1 | -4&3 | -6% | -9% | -7%&-1% | -3 | 3%&2% | 2 | -8%&-16% | -20%
COc1ccc(NC(=O)Nc2ccc3c(c2)OCO3)c(C)c1 | 5 | 8 | -1% | -14% | -1% | -3 | -1% | -7 | -15% | ?
O=C(c1cc2cc(Cl)ccc2oc1=O)N1CCCCCCC1 | 6 | 8 | nt | 2% | 2% | -5 | 1% | -16 | 2% | -1%
COC(=O)Cn1ncc2c(C)n(Cc3ccccc3)c(C)c2c1=O | 0 | 11 | -2% | -20% | -5% | 17 | 2% | 2 | 2% | ?
CCN1CCN(C(=S)Nc2ccc(Cl)cc2Cl)CC1 | 1 | 1 | -2% | -1% | 2% | 19 | 2% | -9 | 20% | 11%
S=C(Nc1cccc(Cl)c1Cl)N1CCC2(CC1)OCCO2 | 6 | -3 | -5% | 0% | -13% | 11 | 4% | 5 | -9% | 0%
O=C(Nc1nnc(C(F)(F)F)s1)c1cccnc1 | 3 | 38 | -3%[46.1 µM] | nt | 8% | 8 | -1% | -29 | 1% | ?
OC(CN1CCCCC1)Cn1c2ccccc2c2ccccc21 (stereo not drawn) | 3 | 28 | -7% | 17% | -12% | -50 | -6% | 3 | 11% | -15%
CCn1c(SC(C)C(=O)Nc2ccc3c(c2)OCCO3)nnc1C1CC1 (stereo not drawn) | 1 | -1 | 10% | -6% | -3% | 19 | 2% | 13 | -14% | ?
CCOC(=O)c1c(NC(=O)CSc2ncn[nH]2)sc(C)c1C | 3 | -7 | -6% | -2% | -5% | 0 | -1% | 5 | 1% | -17%
CN1CCN(S(=O)(=O)c2cccc(C(=O)Nc3sc4c(c3C(N)=O)CCCC4)c2)CC1 | 3 | 3 | -1% | -6% | 0% | -5 | 2% | 6 | -4% | ?
Cc1ccc(NC(=O)CN2C(=O)N/C(=C/c3cccn3-c3ccc(C(=O)O)cc3)C2=O)cc1 | -6 | 11 | 8%[46.1 µM] | 1% | 0% | -13 | 0% | 5 | 0% | 11%
COC(=O)c1sccc1NC(=O)COc1ccc(F)cc1Cl | 16 | -17 | -1% | 5% | 8% | -6 | 0% | 5 | -1% | ?
